Compound activity deposited in PubChem by several laboratories.
GAA850 FXN act – increases GAA850 frataxin promoter reporter activity. HEK293 lucGAA850 FXN promoter luciferase reporter, 24 h; percent of 10 µM SAHA response. activation, % at 6 µM. hit rate 0.56% among 360,000;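 active = activation above the average of all compounds screened plus 3 SD, cutoff fixed separately per campaign, cut at about 7.5% in these data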;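 also: 0% = DMSO wells and 100% = 10 µM SAHA wells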
Rev-erbA mod – Rev-erb alpha (human) modulation | P20393 | Rev-erbα–FITC-DNA binding, fluorescence polarization, 90 min | activity, % at 10 µM | hit rate 0.79% among 370,000;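 active = activity above about 14%, limit read from the data; passing the limit was not always enough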;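 also: 0% = DMSO wells with 35 nM protein and 100% = DMSO wells with 750 nM protein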
Target sequence (P20393 whole entry, looked up): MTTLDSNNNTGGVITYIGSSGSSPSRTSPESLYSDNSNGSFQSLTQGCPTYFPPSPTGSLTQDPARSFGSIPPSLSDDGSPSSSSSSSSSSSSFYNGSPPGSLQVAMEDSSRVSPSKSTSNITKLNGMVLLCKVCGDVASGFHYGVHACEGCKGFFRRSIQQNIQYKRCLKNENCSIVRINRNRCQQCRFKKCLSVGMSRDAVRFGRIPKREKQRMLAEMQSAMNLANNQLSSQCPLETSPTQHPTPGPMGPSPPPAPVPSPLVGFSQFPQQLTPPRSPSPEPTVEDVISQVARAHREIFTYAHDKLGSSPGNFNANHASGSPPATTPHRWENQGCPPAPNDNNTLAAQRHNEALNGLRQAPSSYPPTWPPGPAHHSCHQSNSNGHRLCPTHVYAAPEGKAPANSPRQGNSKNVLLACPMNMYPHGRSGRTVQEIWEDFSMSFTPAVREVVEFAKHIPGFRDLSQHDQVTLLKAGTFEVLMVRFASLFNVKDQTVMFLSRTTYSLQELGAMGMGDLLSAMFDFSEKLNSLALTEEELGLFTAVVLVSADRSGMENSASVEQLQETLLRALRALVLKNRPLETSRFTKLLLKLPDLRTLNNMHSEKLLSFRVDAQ
hgDAF-12 ag – activates the H. glycines DAF-12 receptor ligand-binding domain; HEK293 GAL4-hgDAF12 UAS-luciferase reporter, agonist luminescence; normalized to butyrate control; activation, % at 6.8 µM; hit rate 1.8% among 370,000; AID 687014;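 active = activation above a cutoff set at the mean of all screened compounds plus 3 SD, cut at about 10% in these data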;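 also: 0% = DMSO wells and 100% = sodium butyrate wells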
DAX1 inh-1 – inhibitors of human orphan nuclear receptor DAX1 (NR0B1); P51843; HEK293 Gal4-DAX1 luciferase reporter, luminescence; inhibition, % at 6.75 µM; hit rate 0.99% among 340,000; AID 504766;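 active = inhibition above the mean over all tested compounds plus 3 SD, cut at about 4.2% in these data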;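 also: 0% = DAX1-transfected cells with DMSO and 100% = empty-vector control cells with DMSO; inhibition shows as a rise in luminescence from relieved DAX1 repression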
Target sequence (P51843 207-470 limits assumed): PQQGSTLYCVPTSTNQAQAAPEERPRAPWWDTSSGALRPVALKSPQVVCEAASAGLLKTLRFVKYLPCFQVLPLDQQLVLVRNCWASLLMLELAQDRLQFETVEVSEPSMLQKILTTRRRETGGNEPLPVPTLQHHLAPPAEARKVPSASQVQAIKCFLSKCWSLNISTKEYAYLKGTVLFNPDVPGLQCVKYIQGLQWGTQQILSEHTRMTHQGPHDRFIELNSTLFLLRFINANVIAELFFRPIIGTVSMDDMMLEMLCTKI
hcDAF12 agonist – H. contortus DAF-12 activation, primary screen. hit rate 1.4% among 370,000. activation, % at 6.8 µM. AID 652067. HEK293 hcDAF-12 lit1-tk-luc reporter, luminescence; 0% DMSO, 100% Δ7-dafachronic acid;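 active = activation above the mean of all tested compounds plus 3 SD, cut at about 5.5% in these data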;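 also: 100% = response to 3 µM Δ7-dafachronic acid high control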
SMARCA2 activ – activators of SMARCA2 function; hit rate 1% among 370,000; activation, % at 9.1 µM; MG213 cells, MMTV-luciferase reporter, dexamethasone, overnight; AID 652017; in the data active = activation above about 7.8%;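 also: 0% = vehicle wells and 100% = reference activator wells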
ssDAF12 agonist – activates DAF-12 receptor from parasite S. stercoralis; HEK293 ssDAF-12/GRIP1 lit1-tk-luc reporter, luminescence; % of 3 µM dafachronic acid response; activation, % at 6.8 µM; hit rate 1% among 370,000;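 active = activation above the mean over all tested compounds plus 3 SD, cut at about 0.9% in these data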;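 also: 0% = DMSO-only wells and 100% = 3 µM delta7-dafachronic acid wells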
DAX1 inh-2 – blocks DAX1 repression of SF-1 activated StAR promoter; HEK293T StAR-luciferase reporter, SF-1/DAX-1 repression relief; inhibition, % at 6.8 µM; hit rate 1.1% among 370,000; AID 652010;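 active = inhibition above the mean over all tested compounds plus 3 SD, cut at about 3.6% in these data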;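 also: 0% = DAX-1 cells with DMSO and 100% = cells lacking DAX-1 with DMSO; higher inhibition means more luminescence from relief of DAX-1 repression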
PG9 binder – binds the HIV-1 gp120 antibody PG9. TR-FRET gp120-PG9 antibody binding. inhibition, % at 6.7 µM. hit rate 0.43% among 360,000. AID 624416; in the data active = inhibition above about 8.5%
sPLA2-III inh – Blocks human group III sPLA2 activity; QFRET BODIPY PC-A2 liposome hydrolysis, fluorescence; hit rate 0.56% among 370,000; inhibition, % at 12.2 µM; Q9NZ20;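 active = inhibition above mean plus 3 SD of compounds lying within the high and low control bounds, cut at about 19% in these data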;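 also: 0% = median of test compound wells and 100% = no enzyme DMSO wells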
PLCb3 inh – inhibitors of human phospholipase C beta3; Q01970; Purified PLC-beta3, fluorogenic substrate, fluorescence; inhibition, % at 12.2 µM; hit rate 0.18% among 370,000; AID 720704; in the data active = inhibition above about 11%;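 also: 0% = median of compound wells on plate and 100% = full blocker control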
Active calls of the source: *; . = not tested or not shown; & = joins results of further samples.

SMILES | GAA850 FXN act | Rev-erbA mod | hgDAF-12 ag | DAX1 inh-1 | hcDAF12 agonist | SMARCA2 activ | ssDAF12 agonist | DAX1 inh-2 | PG9 binder | sPLA2-III inh | PLCb3 inh
CN(C)c1ccc(C(C(=O)NCC2CCCO2)N(Cc2ccccc2)C(=O)c2snc(C(N)=O)c2N)cc1 (centres undefined) | -5.8 | 3 | -2.1 | -1.0 | -1.0 | -3 | -1.2 | 0.0 | -0.7 | -1 | -4
CCCCn1c(=O)[nH]c2c(oc3ccccc32)c1=O | 0.0 | 8 | 1.6 | 1.7 | 1.4 | 0 | -0.8 | 0.6 | 0.5 | 9 | -6
CCOC(=O)c1c(NC(=O)c2cccs2)sc2c1CCCC2 | 0.1 | 1 | -0.8 | -0.6 | -1.3 | -2 | -1.5 | -0.5 | -0.4 | 5 | -4
Cc1cccc(NC(=O)c2nc[nH]c2C(=O)NCCCNC(=O)c2[nH]cnc2C(=O)Nc2cccc(C)c2)c1 | 0.1 | -25 | -0.1 | 0.8 | -1.6 | 0 | -0.5 | -0.1 | -2.1 | 0 | 5
COc1cc(Cn2cc([C@]34C[C@H]5C(=O)N(C)CC(=O)N5[C@H]3N(S(=O)(=O)c3ccccc3)c3ccccc34)c3ccccc32)cc(OC)c1 | . | 4 | 8.1 | . | 1.6 | . | -0.8 | . | . | -2 | -3
O=C(NCc1cccnc1)c1ccccc1[N+](=O)[O-] | 1.4 | 6 | 1.7 | -0.4 | 1.0 | -4 | -1.1 | 0.9 | -1.3 | 25* | 8
CCc1ccccc1Nc1nc(N)nc(CSc2nnnn2C)n1 | 0.6 | 1 | 4.2 | 1.8 | 1.1 | 4 | -1.5 | 0.2 | 0.8 | -1 | -1
CC(=O)CSc1nnc(-c2ccc3c(c2)OCO3)o1 | 0.8 | 0 | 8.2 | -1.7 | 3.1 | 3 | -0.5 | 1.4 | -2.4 | -24 | -2
Cc1cccc(-n2c(SCC(=O)N3CCN(c4ccccn4)CC3)nnc2N2CCOCC2)c1 | -0.1 | 8 | 5.3 | -1.2 | 0.4 | 5 | -1.4 | 0.2 | 0.1 | -2 | -2
CC(=O)c1cccc(Nc2nc(-c3ccccc3)nc3ccccc23)c1 | -0.8 | 26* | 0.1 | 0.5 | -2.9 | -1 | -1.4 | -0.6 | 36* | -2 | -43
Cc1ccc(/C=N/n2c(=O)c(C(C)(C)C)nn3cnnc23)cc1 | 0.5 | -7 | -1.8 | 1.2 | -0.8 | -1 | -1.9 | -0.3 | -3.2 | -7 | 0
Cc1ccccc1OCc1nnc(SCC(=O)NC2CCCCC2)o1 | -0.4 | 2 | -0.3 | -1.3 | 0.4 | 0 | -0.6 | 0.2 | -0.3 | -3 | -6
COc1ccc2cc(C(=O)N3CCC(Cc4ccccc4)CC3)[nH]c2c1 | 3.0 | 6 | 4.3 | 0.9 | 4.7 | -3 | 0.8 | -0.1 | 0.0 | -5 | -13
CCc1ccc(NC(=S)N(CCCN2CCOCC2)Cc2ccccn2)cc1 | 3.6 | -6 | 1.9 | -1.4 | 0.0 | 0 | -1.0 | 0.5 | 0.8 | 3 | -3
O=C(Nc1ccccc1C(=O)N1CCOCC1)C1CCC(=O)N1C1CCCC1 (centres undefined) | 1.2 | -4 | 0.2 | 1.2 | -0.6 | -1 | -1.5 | 0.1 | -0.1 | 1 | 3
O=C(CN1C(=O)/C(=C/c2ccccc2Cl)SC1=S)NC1C=CS(=O)(=O)C1 (centres undefined) | -0.2 | -4 | 2.4 | 0.8 | -1.9 | -2 | -1.0 | 0.2 | -1.1 | -8 | -18
Cc1ccc(C2C3=C(CCCC3=O)Nc3nc(SCC(=O)NCc4ccco4)[nH]c(=O)c32)cc1 (centres undefined) | -2.6 | 7 | 0.6 | 0.5 | 0.8 | 1 | -1.4 | -0.5 | 0.8 | 4 | -162
CCC(Oc1ccccc1)C(=O)O/N=C(\N)c1ccc(OC)c(OC)c1 (centres undefined) | 3.0 | 0 | 2.5 | 0.9 | 0.5 | -1 | -1.3 | -0.3 | -2.4 | -8 | 2
COc1cccc(-c2ncc3ccccc3c2COC(=O)N2CCOCC2)c1 | 2.8 | 2 | -1.2 | -1.4 | -2.3 | 8 | -1.1 | -0.7 | -0.7 | 4 | -3
CC(C)(C)c1ccc(C(=O)Nc2nnc(SCC(=O)NCC3CCCO3)s2)cc1 (centres undefined) | 2.4 | 8 | 9.7 | -0.9 | 5.5 | 4 | -0.2 | 11* | 0.4 | 2 | -9
O=C(Nc1ccccc1C(F)(F)F)N1CCN(c2ccc3nnc(-c4ccc(F)cc4)n3n2)CC1 | -1.4 | -5 | -1.3 | -0.4 | -2.7 | 1 | -1.4 | -0.5 | -1.3 | -4 | -11
COc1cc2c(cc1OC)C(C(=O)NCCN(C)C)C(c1cccs1)N(C)C2=O (centres undefined) | 0.8 | 0 | 1.6 | 0.2 | -0.6 | -1 | -1.6 | 0.9 | 1.2 | 2 | -8
COc1ccc(CCC(=O)OCC(=O)Nc2sccc2C(N)=O)cc1 | 1.3 | -4 | 2.5 | 0.0 | -1.8 | -4 | -1.6 | -1.4 | 2.5 | 6 | -5
CCOC(=O)N1CCC(NC(=O)c2cc(C(=O)Nc3ccc(OC)c(OC)c3)ccc2CO)CC1 | -1.7 | 3 | -1.6 | 0.2 | -1.4 | -3 | -1.1 | -1.1 | -3.2 | 2 | 4
CCCCCOc1ccc(/C=c2\sc3nc(=O)c(-c4ccccc4)nn3c2=O)cc1OC | 2.1 | 5 | 1.4 | -0.7 | 0.6 | 0 | -0.6 | 0.3 | 0.2 | 4 | -4
C[C@@H]1/C=C/CC(=O)N[C@H](c2ccc3ccccc3c2)[C@H](C)/C=C/CC(=O)N[C@@H]1c1ccc2ccccc2c1 | . | 10 | -0.2 | . | 8.7* | 0 | -1.0 | -0.6 | . | 4 | -9
O=C(NC1CCCCN(Cc2cccc(C(F)(F)F)c2)C1=O)c1ccccc1I (centres undefined) | . | 1 | -2.4 | . | -2.6 | -2 | -1.7 | -0.8 | . | -2 | 3
CC(OC(=O)c1ccc2ccccc2n1)C(=O)Nc1ccc(N2CCOCC2)cc1 (centres undefined) | 0.7 | -6 | 1.8 | -0.7 | 1.6 | -3 | -0.4 | 0.2 | -1.7 | 0 | -5
COc1ccc(OCC(=O)N/N=C(/C)Cc2ccccc2)cc1 | 4.9 | -1 | -0.8 | -0.2 | -0.8 | -3 | -1.1 | -0.2 | -0.7 | 1 | -13
COc1cccc(-n2c(C)n[nH]c2=O)c1 | -1.2 | 2 | -1.2 | -1.3 | -2.3 | -3 | -1.0 | 0.6 | 0.8 | 9 | -2
Cn1nccc1NC(=O)Nc1cccc([N+](=O)[O-])c1 | 0.6 | 1 | 0.8 | 0.2 | 2.7 | -2 | -1.1 | -0.3 | -0.3 | -3 | -3
Cc1ccc(C(=O)NCC(=O)Nc2ccc(S(=O)(=O)Nc3cc(C)nc(C)n3)cc2)cc1 | 1.1 | 2 | -2.2 | 1.4 | -1.1 | -1 | 0.0 | 1.3 | 2.1 | -9 | -4
CC1CC(C)(C)NC(=S)N1CCCC(=O)Nc1ccc(F)c(F)c1 (centres undefined) | 0.2 | -6 | -0.3 | 0.5 | -1.0 | -2 | -0.9 | -0.6 | -0.8 | 9 | -3
O=C(CN1CCOCC1)N1c2ccccc2Sc2ccccc21 | -0.7 | 10 | -0.4 | 0.0 | -0.7 | -3 | -0.4 | -0.3 | -2.4 | -2 | -5
O=C(NCCc1ccc(Cl)cc1)C1CCN(S(=O)(=O)N2CCCC2)CC1 | 1.2 | 1 | -2.0 | 0.3 | -1.0 | -1 | -1.1 | 0.0 | 0.8 | -2 | 3
COc1ccc(Cn2nnc3c(C)n[nH]c(=O)c32)cc1 | 2.4 | 2 | -3.2 | 0.7 | -1.7 | -1 | -1.5 | -0.1 | 0.5 | -4 | -6
Oc1cccc(-c2nc3ccc4ccccc4c3c3c2CCC3)c1 | 5.0 | -4 | 7.6 | -0.5 | 2.2 | 5 | -0.4 | 1.6 | 0.7 | -40 | -5
O=C(O)c1ccccc1/C=N/NC(=S)NCc1ccccc1 | -0.9 | -10 | 1.2 | 1.6 | 1.8 | -2 | -2.3 | -0.1 | -0.9 | 3 | -17
Nc1ccc2nc(CCc3ccccc3)[nH]c2c1 | 3.4 | 0 | 2.1 | 1.0 | 2.7 | 2 | -1.0 | -0.2 | 0.1 | 5 | -7
O=S(=O)(Nc1cccc(-n2cnnn2)c1)c1ccc(Cl)cc1 | 0.7 | -2 | -0.3 | 0.1 | -0.7 | -1 | -0.2 | 0.5 | -0.2 | -14 | -3
O=C(CSc1ccc2ccccc2c1)Nc1ncccn1 | 1.6 | 0 | 0.7 | 0.4 | 0.0 | -2 | -1.2 | 0.3 | 1.5 | 15 | -5
CCOC(=O)C1=C(N)n2c(s/c(=C\c3cccnc3)c2=O)=C(C(=O)OC)C1c1cccnc1 (centres undefined) | 0.0 | -24 | -0.9 | 0.6 | 4.2 | 1 | -1.4 | -0.4 | 0.1 | -4 | 0
OC(COCC1COc2ccccc2O1)CN1CCN(c2ccccn2)CC1 (centres undefined) | -0.7&1.4 | 0 | -1.6 | -0.2&0.3 | -1.8 | -3 | -1.1 | -0.2 | 0.2 | -1 | 2
CS(=O)(=O)NCc1nnc(SCc2ccc(C(F)(F)F)cc2)o1 | -0.1 | 3 | -1.5 | -1.8 | -1.3 | 5 | -1.4 | 0.8 | -1.4 | 1 | -3
OCc1ccccc1-c1ccc2nncn2c1 | 0.3 | 2 | -1.1 | . | -1.3 | -1 | -1.3 | 0.0 | 0.7 | 1 | 3

sPLA2-III inh, entries above that show a hit
canonical_smiles	Rev-erbA mod	DAX1 inh-1	hcDAF12 agonist	SMARCA2 activ	ssDAF12 agonist	DAX1 inh-2	PG9 binder	sPLA2-III inh	PLCb3 inh
O=C(NCc1cccnc1)c1ccccc1[N+](=O)[O-]	6	-0.4	1.0	-4	-1.1	0.9	-1.3	25*	8

Carrying on.
SMILES | GAA850 FXN act | Rev-erbA mod | hgDAF-12 ag | DAX1 inh-1 | hcDAF12 agonist | SMARCA2 activ | ssDAF12 agonist | DAX1 inh-2 | PG9 binder | sPLA2-III inh | PLCb3 inh
COc1cccc([C@@H]2CC=C(C(=O)O)[C@H](c3ccc(F)cc3)N2S(=O)(=O)c2ccc(C)cc2)c1 | 1.5 | -3 | 1.4 | 0.1 | -1.9 | 0 | -0.9 | 0.6 | -0.3 | -13 | 2
CC(C)C[C@H]1CNC(=S)N1C[C@H]1CCCN1C[C@H](Cc1ccccc1)N1C[C@H](CC(C)C)N(CCc2ccccc2)C1=S | . | 4 | -1.2 | . | 1.4 | -5 | -0.9 | 0.4 | 0.4 | 3 | -1
N=C1C(c2nc3ccccc3s2)=C(O)CN1NC(=O)c1ccco1 | 1.4 | 4 | -2.0 | 2.8 | 0.6 | -1 | -2.0 | 0.5 | -1.2 | 3 | -14
CC(C)(C)OC(=O)N1O[C@H]2C=C[C@@H]1C2 | . | 5 | 2.8 | . | -2.3 | 3 | -0.7 | -0.8 | -0.3 | 2 | 5
CC1CCN(C(=O)c2ccccc2NC(=O)c2cccc(S(=O)(=O)N3CCOCC3)c2)CC1 | 1.3 | 3 | 0.3 | 0.2 | 0.7 | 2 | -1.0 | 0.8 | 0.0 | -1 | 1
